Shiga toxin inh: A qHTS for Small Molecule Inhibitors of Shiga Toxin. inhibition, % at 38.7 µM. Vero cells, Shiga toxin protein synthesis inhibition reporter. hit rate 9.2% among 290,000; in the data active means inhibition mostly above about 28%, no sharp cut-off; inactive means mostly below about 43%; further: 0% is about no effect
CHX counter: Cycloheximide Counterscreen for Small Molecule Inhibitors of Shiga Toxin | AID 2314, 2010 | cell reporter, cycloheximide protein synthesis inhibition counterscreen | hit rate 12% among 300,000 | max response, %; in the data active means max response mostly above about 13%, no sharp cut-off; inactive means mostly below about 14%; further: read at 38.3 µM for the half of the compounds with a filed dose; 0% is about no effect
HCMV inh: qHTS Assay for inhibitors of the human cytomegalovirus (HCMV); AID 1259415, 2018; activity change, negative = inhibition, % at 57.5 µM; HFF cells, HCMV-luciferase reporter, 72 h; stronger effect = lower value; hit rate 4.5% among 410,000; in the data active means activity change below about -60%; inconclusive means no clear call, values can overlap the other calls; inactive means above about -39%; further: on the % scale 0 is the no-effect control and ±100 the full control effect
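Two-dose cell screen: HFF monolayers treated with compounds and infected with luciferase-expressing HCMV at 1 PFU/cell, 72 h at 37C, then lysed for luciferase measurement.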
AmpC no deterg: qHTS Inhibitors of AmpC Beta-Lactamase (assay without detergent) | P00811 | AmpC nitrocefin hydrolysis, absorbance 480 nm, 0.0001% Triton | Potency, µM (highest dose often 57.1 µM), for inactives: at the top dose activity change, negative = inhibition, usual class: inhibitors | hit rate 0.52% among 330,000 | AID 485341, 2010;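 further: potency means the concentration at half of the fitted maximal effect; plate controls were no compound for no effect and no enzyme for full effect; nearly all actives have a fitted effect of over 20% in size; some results filed as inactive show a strong effect at the top dose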
Target sequence (P00811 whole entry, looked up): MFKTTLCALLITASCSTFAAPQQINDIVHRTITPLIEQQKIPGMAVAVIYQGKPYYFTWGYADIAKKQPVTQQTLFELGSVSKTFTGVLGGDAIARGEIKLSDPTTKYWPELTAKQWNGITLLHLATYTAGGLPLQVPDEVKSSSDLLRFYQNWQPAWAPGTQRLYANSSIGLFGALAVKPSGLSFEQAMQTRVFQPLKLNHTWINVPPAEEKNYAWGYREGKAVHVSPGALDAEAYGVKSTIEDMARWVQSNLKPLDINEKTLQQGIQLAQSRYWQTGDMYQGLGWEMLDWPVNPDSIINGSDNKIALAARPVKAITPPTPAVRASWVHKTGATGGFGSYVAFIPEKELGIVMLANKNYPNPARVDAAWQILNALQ
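AmpC (5.3 nM in the dispensed reagent) in 20 mM phosphate pH 7.0 with 0.01% (detergent screen) or 0.0001% Triton X-100 was preincubated with compounds for 15 min at room temperature. Nitrocefin was then added from an 800 uM solution, and hydrolysis was followed at 480 nm.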
AMA1 RON2 block: qHTS for Inhibitors of AMA1-RON; Towards Development of Antimalarial Drug Lead: Primary Screen | Plasmodium falciparum AMA1 (3D7) - RON2 peptide interaction | AlphaScreen AMA1-biotinylated RON2 peptide binding | Potency, µM (top dose mostly 58.2 µM), inactives show at the highest dose activity change, negative = inhibition, usual class: inhibitors | hit rate 0.2% among 360,000;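 further: potency means the concentration at half of the fitted maximal effect; 0% = vehicle wells and -100% = peptide control; nearly all actives have a fitted effect of over 45% in size; some results filed as inactive show a strong effect at the top dose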
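AMA1 (3D7) with his tag at 25 nM final met compounds first, then biotinylated RON2 peptide at 25 nM; detection used donor plus acceptor beads, 10 µg/mL apiece, read by AlphaScreen after 30 min at room temperature.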
Giardia FBPA inh: qHTS Assay for Inhibitors of Fructose-1,6-bisphosphate Aldolase from Giardia Lamblia | A8B2U2 | Potency, µM (highest dose often 59.6 µM), for the others: top-dose activity, negative = inhibition, hits mostly inhibitors | hit rate 0.71% among 290,000 | AID 2451, 2010 | purified Giardia FBPA; further: potency means the concentration at half of the fitted maximal effect; on the % scale 0 is the no-effect control and ±100 the full control effect; nearly all actives have a fitted effect of over 55% in size
Target sequence (A8B2U2 whole entry, looked up): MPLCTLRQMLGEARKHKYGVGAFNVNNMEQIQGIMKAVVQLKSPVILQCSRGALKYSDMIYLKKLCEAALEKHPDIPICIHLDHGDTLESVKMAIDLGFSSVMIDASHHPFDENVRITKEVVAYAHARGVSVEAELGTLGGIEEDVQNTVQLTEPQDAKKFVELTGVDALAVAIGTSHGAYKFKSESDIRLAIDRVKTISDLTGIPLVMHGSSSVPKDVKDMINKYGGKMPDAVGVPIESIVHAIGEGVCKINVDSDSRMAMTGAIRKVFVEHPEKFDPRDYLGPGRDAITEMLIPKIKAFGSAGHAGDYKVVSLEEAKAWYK
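Giardia FBPA (40 nM reagent) was preincubated 10 min at RT with compound (up to 57.5 uM final), then substrate plus GAPDH/TPI/NAD/arsenate coupling system with diaphorase/resazurin was added; resorufin fluorescence (525/598 nm) was read after 20 min.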
AmpC inh detg: qHTS Inhibitors of AmpC Beta-Lactamase (assay with detergent); P00811; AmpC hydrolysis of nitrocefin, absorbance 480 nm, 0.01% Triton; Potency, µM (titrated, usually from 114 µM), for the others: at the top dose activity change, negative = inhibition, hits mostly inhibitors; hit rate 0.041% among 370,000;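 further: potency means the concentration at half of the fitted maximal effect; 0% = no-compound wells and -100% = no-enzyme wells; nearly all actives have a fitted effect of over 25% in size; some results filed as inactive show a strong effect at the top dose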
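AmpC (5.3 nM in the dispensed reagent) in 20 mM phosphate pH 7.0 with 0.01% (detergent screen) or 0.0001% Triton X-100 was preincubated with compounds for 15 min at room temperature. Nitrocefin was then added from an 800 uM solution, and hydrolysis was followed at 480 nm.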
Active calls of the source: *; ? = inconclusive; / = not tested or not shown; & = joins results of further samples; [ ] = remark or other dose. Unless noted, the call rests on the fitted dose curve; in most records, active means well fitted curve in the direction sought with a large enough effect; inconclusive means small, poorly fitted or top-dose-only effect, or another doubt; inactive means no such curve, though single readings can be large; an effect the other way counts as inactive or inconclusive. Hits appear at their usual frequency; any-hit rate near 16%.

Second line of a record: Giardia FBPA inh	AmpC inh detg	AMA1 RON2 block	AmpC no deterg	HCMV inh	CHX counter	Shiga toxin inh
> COc1ccc(-c2csc(NC(=O)c3ccc(S(=O)(=O)N4CCc5ccccc5C4)cc3)n2)c(OC)c1
→ -2.8%	4.0%	-7.0%	-48.5%	?	-3.9	-12.4
> O=C(CN1CCN(c2ccccc2)CC1)c1ccc2cc[nH]c2c1
→ -21.2%	-4.7%	1.6%	-17.8%	17.6	7.8	22.0
> CC(C)Nc1nc(SCC(N)=O)nc(N2CCOCC2)n1
→ 5.2%	1.5%	-9.0%	-10.3%	43.7	-3.4	-20.3
> O=C(COc1ccccc1)OCc1cc2ccccc2[nH]c1=O
→ -3.1%	-11.7%	-3.8%	-24.2%	2.0	9.4	35.3
> CCc1nn(CC(=O)NCCc2ccc(S(N)(=O)=O)cc2)c(=O)c2cc3sccc3n12
→ -20.0%	1.5%	-0.1%	-3.7%	/	-1.4	-4.2
> Cc1cc(C)c2[nH]c(=O)c(CN(Cc3nnnn3C3CCCC3)C3CCCCC3)cc2c1
→ 2.5%	-12.0%	-4.9%	-9.9%	/	3.6	14.7
> Cc1cccc(C)c1C(=O)N[C@@H](Cc1ccccc1)C(=O)O
→ 1.4%	-1.7%	4.6%	-9.1%	-14.0	1.2	-10.1
> O=C(COC(=O)C1CC2CCCC(C1)C2=O)NC(=O)c1ccc(OC(F)F)cc1 (stereo not given)
→ -10.2%	3.0%	7.5%	0.3%	5.8	-0.9	-6.5
> O=C(Cc1ccc(F)cc1)NCCc1ccccc1
→ 7.1%	4.6%	1.8%	-4.5%	-37.1	2.9	-7.6
> CCN(CC)c1ccc(NC(=O)CCCOc2cccc(C)c2)cc1
→ -9.1%	-1.0%	?	-6.1%	-34.3	-3.8	-12.7
> COCc1nc2sc(C)c(C)c2c(=O)[nH]1
→ -10.2%	0.9%	0.1%	-8.3%	8.6	-3.2	-1.5
> O=C(Cc1ccc(Cl)cc1)NCCCn1ccnc1
→ -0.8%	3.0%	-2.6%	-33.0%	12.8	6.0	-6.0
> O=C(NCc1ccccc1)C(=O)NCC1OCCN1S(=O)(=O)c1cccs1 (stereo not given)
→ 4.1%	-11.2%	3.5%	-5.2%	13.0	-0.3	-9.2
> Cc1ccc(-c2c(C(=O)N/N=C/C3CC=CCC3)nnn2-c2nonc2N)cc1 (stereo not given)
→ /	0.6%	71.0%[activator]	-39.6%	-2.2	-7.2	-5.0
> O=C(Nc1ccc(F)cc1)c1ccc2c(=O)n3c(nc2c1)CCCCC3
→ -8.5%	-4.8%&0.4%	-3.9%	-23.0%	33.1&50.0	23.8*	52.0*
> c1ccc(-c2nnc(N3CCN(c4ccccn4)CC3)c3ccccc23)cc1
→ -3.1%	0.7%	11.2%	-31.6%	?	8.2	-2.3
> COC(=O)C1=C(c2ccc(F)cc2OCc2ccccc2)C[C@@H]2CC[C@H]1N2C(=O)NCCCc1ccccc1
→ /	6.8%	-8.5%	-0.4%	-25.7	/	/
> COC(=O)c1ccccc1NC(=O)c1noc2c1CCC2
→ -11.8%	?	-15.8%	-34.1%	28.3	0.9	-4.6
> O=C(OCc1ccc(F)cc1)c1cc(=O)c2ccccc2o1
→ -1.3%	-3.6%	3.1%	-6.6%	-8.1	-2.1	15.0
> O=C(Nc1cc(Sc2ccccn2)cc([N+](=O)[O-])c1)c1cccc(Cl)c1
→ -20.4%	5.1%	-2.9%[11.6 µM]	-40.6%	?	9.4	8.0
> N#CC1=C(N)Oc2cc(O)c(C=Nc3ccccc3)cc2C1c1ccccc1 (stereo not given)
→ -12.5%	-4.8%	0.0%	-18.2%	-15.6	-3.0	-12.7
> CCCCNC(=O)c1onc(CSc2ccccc2CC)c1C(=O)O
→ -5.5%	?	0.2%	-2.4%	2.5	6.6	25.1
> O=C(CCN1CCN(Cc2ccccc2)CC1)NNC(=O)Nc1cccc(C(F)(F)F)c1
→ 0.4%	-14.3%	111.5%[activator]	67.5%[activator]	-19.6	-3.0	12.9
> CCN(c1ccc(NC(=O)COC(=O)C(C)N=C2NS(=O)(=O)c3ccccc32)cc1)C(C)C (stereo not given)
→ /	?	-27.9%	-49.6%	6.7	/	/
> CN(C)S(=O)(=O)c1ccc(C(=O)Nc2ccccc2C(=O)O)cc1
→ 2.4%	?	-3.4%	-15.0%	40.7	-2.9	9.9
> Cc1nc(Nc2ccc(S(N)(=O)=O)cc2)oc1C
→ 1.2%	-17.3%	-2.0%	-12.1%	7.1	-10.3	-9.4
> Cc1nn(C(C)c2nc(-c3ccccc3)no2)c(C)c1[N+](=O)[O-] (stereo not given)
→ 0.8%	?	14.9%	0.0%	3.5	6.0	-11.0
> O=C(CCNS(=O)(=O)c1cccc2nonc12)NCCc1ccc(Cl)cc1
→ -0.2%	-5.8%	1.3%	-15.5%	4.9	3.4	-11.7
> COc1ccc(/C=C/C(=O)OCC(=O)Nc2ncc(Cl)cc2Cl)cc1
→ /	/	-5.9%	-25.7%	43.6	/	/
> CC(Oc1ccccc1F)c1nnc(SCC(=O)N(c2ccccc2)C2CCS(=O)(=O)C2)o1 (stereo not given)
→ /	/	-0.2%	76.2%[activator]	0.0	/	/
> O=C(CSc1ncccc1C(=O)O)NC1CCCCC1
→ -16.9%	1.0%	-0.6%	-2.1%	-25.3	21.7	-1.3
> Cc1cc(NC(=O)Cn2cc([N+](=O)[O-])cn2)n(Cc2ccc(F)cc2)n1
→ 0.4%	-1.7%	14.5%	-24.9%	-14.4	1.2	11.5
> COc1ccccc1N1CCN(C(=O)Nc2cccc(Cl)c2)CC1
→ -1.7%	0.2%	-1.7%	34.0%	5.4	26.5	27.5
> CCc1ccc(/C=C2/SC(N3CCOCC3)=NC2=O)cc1
→ 0.4%	2.7%	3.3%	33.8%	?	11.3	26.0
> CCn1c(CSc2nnc(-c3ccc4c(c3)OCO4)o2)nc2cc(S(=O)(=O)N(C)C)ccc21
→ -13.3%	-14.3%	0.9%	2.3%	-82.4*	3.0	5.1
> CC(Oc1cccc(Cl)c1)C(=O)NNC(=O)c1cccnc1 (stereo not given)
→ /	/	43.6%[activator]	-4.2%	-11.5	/	/
> CCCNc1nc2c(c(=O)[nH]c(=O)n2C)n1Cc1cccc(Br)c1
→ 6.6%	-10.0%	-5.1%	-30.5%	33.1	-1.5	40.1
> O=C(NNC(=S)NC1CC2C=CC1C2)c1cccnc1 (stereo not given)
→ -1.2%	-3.0%	31.7%[activator]	-31.0%	37.6	-2.8	2.2
> CCCS(=O)(=O)N1CCCC(C(=O)Nc2ccc3c(c2)CCC3)C1 (stereo not given)
→ /	-0.7%	10.3%	-0.6%	4.3	13.6	10.9
> Cn1cc(C(=O)OCC(=O)Nc2ccccc2Cl)c2ccccc21
→ /	0.1%	30.1%[activator]	-24.7%	-1.6	/	/
> COC(=O)c1ccccc1NC(=O)CN(CCc1ccccc1)S(C)(=O)=O
→ -11.7%	-1.7%	-6.2%	/	-8.7	-1.0	-7.3
> FC(F)(F)c1cc(Cl)c2nnc(-c3cccnc3)n2c1
→ 2.6%	3.6%	-0.9%	-29.7%	-8.8	-3.6	-5.2
> NC(=O)Nc1ccc2c(c1)OCCO2
→ 0.1%	8.8%	-3.3%	-12.2%	105.3	51.7*	102.7*
> Cc1cccc(NC(=O)c2cccc(NS(=O)(=O)c3ccc(Cl)cc3)c2)c1
→ -7.2%	8.2%	-3.6%	-27.7%	/	3.8	2.3
> O=C(Nc1ccccc1)OCC(CN1CCCCC1)OC(=O)Nc1ccccc1 (stereo not given)
→ -9.7%	?	-4.5%	-11.4%	75.9	-0.6	-5.4
> Cc1ccc(-n2cc(C(=O)c3ccc4ccccc4c3O)cn2)cc1
→ 3.3%	-13.1%	-1.4%	-21.9%	46.0	-2.6	2.3
> O=C1c2ccccc2-c2c1cccc2C(=O)N1CCOCC1
→ 1.0%	0.1%	3.1%	-10.0%	0.4	-2.9	-3.7
> CC(C)NC(=O)c1ccc(S(=O)(=O)N(C)C)cc1
→ -1.3%	-7.8%	4.2%	-0.6%[2.29 µM]	-39.8	-2.6	-0.8
> N#CCSc1nnc(COc2cccc3ccccc23)n1-c1ccccc1
→ 11.7%	-16.7%	-12.0%	43.2%	-14.9	-2.6	-8.5
> Cn1c(-c2ccc(N)cc2)nc2ccccc21
→ -7.1%	3.6%	-3.7%	-10.2%	67.6	56.4*	74.8*

Further entries follow:
Second line of a record: Giardia FBPA inh	AmpC inh detg	AMA1 RON2 block	AmpC no deterg	HCMV inh	CHX counter	Shiga toxin inh
> CC(C)NC(=O)NC(=O)CSc1nnc(COc2ccccc2Cl)o1
→ -4.1%	-5.7%	-8.5%	-13.5%	-12.8	20.2	10.2
> CCc1cccc(C)c1NC(=O)c1ccc(CN2CCc3ccccc3C2)cc1
→ ?	-2.6%	-11.1%	-33.5%	-10.9	-1.8	-4.8
> CN(C(=O)CO/N=C/c1ccc(Cl)cc1)c1ccccc1
→ 4.3%	-0.3%	3.0%	60.4%[activator]	-35.8	9.2	19.5
> O=C(NCc1cccnc1)c1ccccn1
→ 0.5%	1.1%	10.7%	?	-5.7	-2.5	-1.7
> COc1ccc([C@H]2CC(=O)C=C(c3ccc4c(c3)OCO4)C2)cc1OC
→ /	-1.8%	5.4%	59.6%	-0.4	/	/
> Cc1oc2cc3oc(=O)c(CCC(=O)NCCCC(=O)O)c(C)c3cc2c1C
→ 16.6%	3.7%	10.6%	-21.6%	?	-2.4	-9.7
> Cc1ccc2nc(C3CCCN(C(=S)Nc4cccc(C)c4C)C3)[nH]c2c1 (stereo not given)
→ -3.8%	?	18.8%	-3.5%	?	1.8	19.4
> CN1CCN(NC(=O)CN(C)S(=O)(=O)c2cc(Cl)ccc2Cl)CC1
→ -2.8%	-4.2%	4.7%	-5.8%	-29.1	-2.7	-4.0
> Cc1ccc(NS(=O)(=O)c2cc3c4c(cccc4c2)C(=O)NC3=O)cc1C
→ 3.7%	-0.4%	15.5%	-35.3%	-18.9	-1.0	-3.7

Screens as filed in PubChem.
